RORg inh: qHTS for inhibitors of ROR gamma transcriptional activity; Nuclear receptor ROR-gamma (Mus musculus), P51450; Potency, µM (doses to about 53.6 µM), for the others: at the top dose activity change, negative = inhibition, hits mostly inhibitors; Drosophila S2 Gal4-RORgamma UAS-luciferase reporter, 20 h; AID 2551, 2010; actives 5.4% (n = 310,000); also: potency is read from the fitted curve at half-maximal effect; % is scaled to controls: 0 for no effect and ±100 for the full control effect; nearly all actives have a fitted effect of over 60% in size
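Luciferase reporter read in Schneider cells carrying Gal4-RORγ (mouse) and UAS-Photinus luciferase; cells given compound 1 h before 700 uM copper sulfate induction, then incubated 20 h at ambient temperature.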
NPC1 promoter act: qHTS Assay for NPC1 Promoter Activators; Huh7 NPC1 promoter luciferase reporter, 24 h; Potency, µM (top dose mostly 9.22 µM), for the others: at the top dose activation, actives largely listed as activators; actives 2.4% (n = 320,000); AID 485313, 2010;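 also: potency is read from the fitted curve at half-maximal effect; % of control where 0% means no effect; nearly all actives have a fitted effect of over 60% in size; reporter is driven by a mutant NPC1 promoter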
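Stably transfected Huh7 (NPC1 promoter→luciferase), 1500 cells/well in Opti-MEM + 10% FBS, 2 h settle, then compound 24 h at 37 °C. Luminescence after 10 min with Amplite reagent.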
TRPV1 ag: HTS Assay for Compounds that Act as Agonists of the Vanilloid Receptor 1 | AID 540275, 2011 | actives 0.19% (n = 320,000) | TRPV1-expressing cells, Fluo-8 calcium influx, agonist mode | Transient receptor potential cation channel subfamily V member 1 (Homo sapiens), Q8NER1 | activation, % at 8.33 µM; in the data active = activation above about 80%; inconclusive = between about 30% and that limit; also: 0% is about no effect
Target sequence (Q8NER1 whole entry, looked up): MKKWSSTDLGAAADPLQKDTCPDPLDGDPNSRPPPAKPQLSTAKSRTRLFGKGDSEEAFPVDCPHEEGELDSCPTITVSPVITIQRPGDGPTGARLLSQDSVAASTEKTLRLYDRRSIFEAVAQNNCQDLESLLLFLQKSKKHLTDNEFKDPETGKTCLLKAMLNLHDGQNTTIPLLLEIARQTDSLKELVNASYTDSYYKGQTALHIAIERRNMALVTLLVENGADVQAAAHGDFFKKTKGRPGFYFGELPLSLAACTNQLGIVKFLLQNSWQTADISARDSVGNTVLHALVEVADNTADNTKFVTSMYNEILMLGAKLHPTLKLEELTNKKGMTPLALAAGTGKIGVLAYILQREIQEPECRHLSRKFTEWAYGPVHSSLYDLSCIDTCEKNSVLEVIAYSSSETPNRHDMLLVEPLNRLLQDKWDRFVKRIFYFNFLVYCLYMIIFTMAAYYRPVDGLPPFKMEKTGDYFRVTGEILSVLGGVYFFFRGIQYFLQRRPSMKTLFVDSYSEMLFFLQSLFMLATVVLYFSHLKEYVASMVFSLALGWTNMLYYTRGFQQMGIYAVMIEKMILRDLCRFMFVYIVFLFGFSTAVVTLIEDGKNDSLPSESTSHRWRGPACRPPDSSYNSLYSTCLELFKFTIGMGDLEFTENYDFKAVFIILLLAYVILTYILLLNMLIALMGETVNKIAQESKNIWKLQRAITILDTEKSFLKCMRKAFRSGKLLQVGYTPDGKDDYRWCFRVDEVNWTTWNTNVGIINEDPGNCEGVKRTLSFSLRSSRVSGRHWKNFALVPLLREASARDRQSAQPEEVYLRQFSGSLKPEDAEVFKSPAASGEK
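TRPV1-expressing cells were cultured overnight at 35.5C and loaded with Fluo-8 calcium dye for 40 to 90 min at room temperature. After a 10 s baseline, compound was added and calcium influx was read kinetically for 3 min (ex 480/em 520 nm).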
ELG1 genotox: qHTS screen for small molecules that induce genotoxicity in human embryonic kidney (HEK293T) cells expressing luciferase-tagged ELG1 | actives 1.3% (n = 330,000) | HEK293T ELG1-luciferase reporter, luminescence, 16 h | Potency, µM (series often up to 46 µM), for the others: top-dose activity change, positive = activation, hits mostly activators | AID 504466, 2011; also: potency is read from the fitted curve at half-maximal effect; % of control where 0% means no effect; nearly all actives have a fitted effect of over 60% in size
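Cells (2,000/well) expressing the ELG1-luciferase fusion are dosed by pin tool and kept 16 hr at 37 °C, 5% CO2. Signal comes from ONE-Glo luciferase reagent after 30 min at room temperature.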
Tb PFK inh: qHTS Assay to Find Inhibitors of T. brucei phosphofructokinase; T. brucei PFK, ADP-Glo luminescence; Potency, µM (titrated, usually from 57.5 µM), for inactives: at the top dose activity, negative = inhibition, most hits filed as inhibitors; actives 0.17% (n = 330,000); AID 485367, 2010;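 also: potency is read from the fitted curve at half-maximal effect; 0% = uninhibited 1x PFK enzyme wells and -100% = no-enzyme wells; nearly all actives have a fitted effect of over 60% in size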
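ADP-Glo luminescence quantified ADP after 45 min at room temperature, with 1.25 nM T. brucei PFK, 0.1 mM ATP and 0.5 mM fructose-6-phosphate in pH 8.0 TEA buffer. qHTS titrations up to 57 µM; curves classified by quality.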
VP16 counter: VP16 counterscreen qHTS for inhibitors of ROR gamma transcriptional activity; Drosophila S2 Gal4-VP16 UAS-luciferase, luminescence, 20 h; Potency, µM (titrated, usually from 53.6 µM), without a hit: at the highest dose activity, negative = inhibition, usual class: inhibitors; actives 3.5% (n = 310,000); AID 2546, 2010;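 also: Gal4-VP16 expression switched on by copper sulfate through the metallothionein promoter; potency is read from the fitted curve at half-maximal effect; % is scaled to controls: 0 for no effect and ±100 for the full control effect; nearly all actives have a fitted effect of over 50% in size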
FLuc modulator: qHTS profiling assay for firefly luciferase inhibitor/activator using purifed enzyme and Km concentrations of substrates (counterscreen for miR-21 project); AID 588342, 2011; purified FLuc, Km substrates, luminescence inhibition; Potency, µM (highest dose often 57.5 µM), inactives show top-dose activity change, negative = inhibition, most hits filed as inhibitors; actives 6.9% (n = 360,000); Luciferin 4-monooxygenase (Photinus pyralis), P08659;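 also: potency is read from the fitted curve at half-maximal effect; plate controls were vehicle for no effect and reference inhibitor for full effect; nearly all actives have a fitted effect of over 55% in size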
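Biochemical qHTS of compounds, final roughly 60 µM downward over six points, against 10 nM purified firefly luciferase using Km concentrations of substrates (10 uM D-luciferin, 10 uM ATP) in Tris acetate pH 7.5 buffer; luminescence output.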
ELG1 DNA repair: qHTS screen for small molecules that inhibit ELG1-dependent DNA repair in human embryonic kidney (HEK293T) cells expressing luciferase-tagged ELG1; HEK293T ELG1-luciferase reporter, luminescence, 16 h; DNA damage induced by 5-fluorouridine; Potency, µM (doses to about 46.1 µM), for the others: at the top dose activity change, negative = inhibition, actives largely listed as inhibitors; actives 2.3% (n = 330,000); also: potency is read from the fitted curve at half-maximal effect; % is scaled to controls: 0 for no effect and ±100 for the full control effect; nearly all actives have a fitted effect of over 55% in size
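Quantitative HTS, concentration-response format. 2,000 cells/well co-treated with 5-fluorouridine and compound, 16 hr in 5% CO2 at 37 °C; ONE-Glo luminescence read after 30 min.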
Rab9 promoter act: qHTS Assay for Rab9 Promoter Activators | actives 2.8% (n = 320,000) | Potency, µM (titrated, usually from 9.22 µM), without a hit: top-dose activation, negative = inhibition, actives largely listed as activators | AID 485297, 2010 | Huh7 Rab9 promoter-luciferase reporter, luminescence, 24 h; also: potency is read from the fitted curve at half-maximal effect; % of control where 0% means no effect; nearly all actives have a fitted effect of over 60% in size
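Huh7 reporter line, Rab9 promoter upstream of luciferase. Compound exposure 24 h at 37 °C in reduced-serum medium with 10% FBS. Read-out: luminescence.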
p53 reactivation: qHTS assay for re-activators of p53 using a Luc reporter | Potency, µM (highest dose often 92.2 µM), inactives show top-dose activity change, positive = activation, actives largely listed as activators | H1299 p53-A138V BP100-luciferase reporter, luminescence, 24 h | actives 0.063% (n = 320,000); also: potency is read from the fitted curve at half-maximal effect; % of control where 0% means no effect; nearly all actives have a fitted effect of over 45% in size
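p53-null H1299 cells stably carrying temperature-sensitive p53-A138V and a BP100-luciferase reporter were pinned with compounds (4-point, 1:5 series) and held 24 hrs at 37 deg C. Luminescence was read 10 min after detection reagent.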
BRCA1 expr act: qHTS Assay to Identify Small Molecule Activators of BRCA1 Expression. AID 624202, 2012. Potency, µM (titrated, usually from 46.1 µM), for the others: at the top dose activation, hits mostly activators. MCF7-BRCA1-FFLuc reporter, luminescence, 48 h; response scale: scaled: vehicle 0%, 10 µM genistein 100%. actives 1.1% (n = 380,000); also: potency is read from the fitted curve at half-maximal effect; nearly all actives have a fitted effect of over 80% in size; some results filed as inactive show a strong effect at the top dose
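Luminescence from a BRCA1-driven firefly luciferase in MCF7 cells was read after 48 h compound exposure at 37 C. Data normalized against DMSO and a 10microM genistein activation control, then curve-fitted across the titration.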
The depositor's hits bear a star; ? = inconclusive; · = not tested or not shown; & = joins results of further samples; [ ] = another dose, or the depositor's remark. Unless noted, calls follow the shape of the dose curve; as a rule, active = well fitted curve in the direction sought with a large enough effect; inconclusive = small, poorly fitted or top-dose-only effect, or another doubt; inactive = no such curve, though single readings can be large; an effect the other way counts as inactive or inconclusive. Random draw from the library; about 15% have a hit in one of these screens.

Screens by letter: A = RORg inh; B = NPC1 promoter act; C = TRPV1 ag; D = ELG1 genotox; E = Tb PFK inh; F = VP16 counter; G = FLuc modulator; H = ELG1 DNA repair; I = Rab9 promoter act; J = p53 reactivation; K = BRCA1 expr act
> O=C(Nc1nnc(-c2ccco2)o1)C1CCCCC1
  A: ? | B: -1.9% | C: · | D: 0.6% | E: 2.2% | F: ? | G: -2.8% | H: 28.9% | I: 5.9% | J: 20.1% | K: 1.6%
> CN(C(=O)c1ccc(NC(=O)Cc2ccc(NC(=O)C3CCCN(C(=O)c4ccccc4)C3)cc2)cc1)C1CC1 (centres undefined)
  A: · | B: -0.6% | C: -10.2 | D: -2.5% | E: 2.5% | F: · | G: ? | H: 0.0% | I: 1.9% | J: -1.2% | K: 19.5%
> CC(=O)C1=C(C)N(Cc2ccccc2)C(=O)N[C@H]1c1cccc(C(F)(F)F)c1
  A: ? | B: -3.2% | C: 11.5 | D: -1.7% | E: -0.4% | F: -0.7%&5.1% | G: -2.1% | H: -20.7% | I: -1.1% | J: -6.3% | K: 0.0%
> c1ccc2nc(-c3ccc(N4CCOCC4)cc3)ccc2c1
  A: 1.41µM* | B: 0.251µM* | C: -12.7 | D: ? | E: -8.3% | F: 1.26µM* | G: 0.269µM* | H: ? | I: 0.1µM* | J: · | K: -27.4%
> Cc1cccc(C)c1NC(=O)CNC(=O)c1cn(-c2ccccc2)nc1-c1ccccc1
  A: 9.6% | B: 6.0% | C: -6.5 | D: -4.8% | E: 2.2% | F: -1.9% | G: ? | H: -7.0% | I: -1.2% | J: -7.8% | K: -18.8%
> O=C(COCc1cc(-c2ccc3c(c2)OCO3)on1)Nc1cccnc1Cl
  A: -19.4% | B: 2.4% | C: 8.4 | D: 3.2% | E: 7.4% | F: -19.0% | G: ? | H: 5.0% | I: 2.4% | J: 10.5% | K: -20.7%
> COc1ccc(C)cc1NC(=O)CO/N=C(\N)CC(=O)NC1CCCCC1
  A: · | B: -0.9% | C: -3.2 | D: -4.4% | E: -11.1% | F: · | G: -4.9% | H: -1.7% | I: 1.7% | J: ? | K: -2.8%
> CCC(=O)NC(=S)Nc1cccc(Cl)c1N1CCCCC1
  A: 4.47µM* | B: 1.1% | C: 13.2 | D: -8.2% | E: 0.9% | F: 5.01µM* | G: 0.3% | H: 9.0% | I: -5.1% | J: ? | K: -50.4%
> COc1ccc(/C=C2\N=C(c3ccccc3Cl)NC2=O)cc1
  A: 7.6% | B: -29.9% | C: 24.3 | D: 4.2% | E: -13.3% | F: 2.4% | G: 1.69µM* | H: · | I: -15.8% | J: 15.1% | K: -26.4%
> COc1ccc(C2C(C(=O)c3ccco3)=C(O)C(=O)N2CCN2CCOCC2)c(OC)c1 (centres undefined)
  A: -5.1% | B: -4.7% | C: -3.1 | D: 0.4% | E: -0.8% | F: -13.7% | G: -2.1% | H: -4.6% | I: 0.4% | J: 1.7% | K: 15.3%
> NC(=O)C1CCN(C2OC(=O)c3ccccc32)CC1 (centres undefined)
  A: 1.5%[10 µM] | B: 5.3% | C: 3.0 | D: 1.1% | E: -0.2% | F: -10.4% | G: 2.3% | H: -0.1% | I: -4.1% | J: 2.1% | K: -0.7%
> CCN1C(=O)[C@H]2[C@@H](c3ccc(C)cc3)N3C(=O)N(c4cccc(F)c4)C(=O)[C@@]3(CC)[C@H]2C1=O
  A: -5.3% | B: -3.5% | C: 6.6 | D: -0.7% | E: 3.5% | F: -3.5% | G: 1.2% | H: -3.8% | I: 0.7% | J: 7.5% | K: -5.4%
> COc1ccc(C(=O)c2coc3ccc(O)c(CN4CCOCC4)c23)cc1
  A: -7.3% | B: 0.8% | C: 2.5 | D: -5.2% | E: -4.7% | F: -5.9% | G: -2.6% | H: ? | I: -1.4% | J: 5.2% | K: 0.0%
> COc1ccc(NC(=S)N(CCN2CCOCC2)Cc2cc3cc4c(cc3[nH]c2=O)OCCO4)cc1
  A: 35.5% | B: -7.1% | C: 0.6 | D: 3.3% | E: -7.6% | F: -11.3% | G: 3.3% | H: 0.0% | I: -1.8% | J: -1.8% | K: -15.0%
> COC(=O)c1c(C)[nH]c(C(C)=O)c1C
  A: -7.8% | B: -1.0% | C: -4.4 | D: 0.0% | E: 5.3% | F: 1.6% | G: 7.9% | H: 8.5% | I: -0.6% | J: -5.9% | K: 1.4%
> CCCCc1nc2cc(C(=O)N3CCCCC3COC)ccc2o1 (centres undefined)
  A: 19.1% | B: 29.5% | C: -2.2 | D: 16.2% | E: 0.7% | F: 28.3% | G: ? | H: ? | I: 29.4% | J: 18.7% | K: 39.6%
> O=C(c1ccc2c(c1)OCO2)N1CCc2ccccc2C1
  A: -18.3% | B: ? | C: 21.3 | D: ? | E: 3.2% | F: 3.5% | G: 21.3µM* | H: ? | I: 24.3% | J: 8.8% | K: 66.5%
> CCOP(=O)(OCC)C(Nc1cccc([N+](=O)[O-])c1)c1ccc(N(C)C)cc1 (centres undefined)
  A: -3.2% | B: 2.0% | C: 21.3 | D: -2.7% | E: -13.0% | F: -0.1% | G: -0.8% | H: ? | I: -2.3% | J: -3.6% | K: -11.9%

Four structures from above, arranged by molecular weight, smallest number first:
Screens by letter: A = RORg inh; B = NPC1 promoter act; C = TRPV1 ag; D = ELG1 genotox; E = Tb PFK inh; F = VP16 counter; G = FLuc modulator; H = ELG1 DNA repair; I = Rab9 promoter act; J = p53 reactivation; K = BRCA1 expr act
> COC(=O)c1c(C)[nH]c(C(C)=O)c1C
  A: -7.8% | B: -1.0% | C: -4.4 | D: 0.0% | E: 5.3% | F: 1.6% | G: 7.9% | H: 8.5% | I: -0.6% | J: -5.9% | K: 1.4%
> CCC(=O)NC(=S)Nc1cccc(Cl)c1N1CCCCC1
  A: 4.47µM* | B: 1.1% | C: 13.2 | D: -8.2% | E: 0.9% | F: 5.01µM* | G: 0.3% | H: 9.0% | I: -5.1% | J: ? | K: -50.4%
> COc1ccc(C)cc1NC(=O)CO/N=C(\N)CC(=O)NC1CCCCC1
  A: · | B: -0.9% | C: -3.2 | D: -4.4% | E: -11.1% | F: · | G: -4.9% | H: -1.7% | I: 1.7% | J: ? | K: -2.8%
> COc1ccc(C2C(C(=O)c3ccco3)=C(O)C(=O)N2CCN2CCOCC2)c(OC)c1 (centres undefined)
  A: -5.1% | B: -4.7% | C: -3.1 | D: 0.4% | E: -0.8% | F: -13.7% | G: -2.1% | H: -4.6% | I: 0.4% | J: 1.7% | K: 15.3%
